# Bioassay records from PubChem.
# GALK inhibitor: qHTS Assay for Inhibitors of Human Galactokinase (GALK); 270,000 tested, 0.007% active; Purified GALK, Kinase-Glo residual ATP luminescence; Potency, µM (series often up to 57.5 µM), inactives show top-dose activity change, negative = inhibition, usual class: inhibitors; P51570; note: potency is the fitted concentration of half-maximal effect; % is set by controls: 0 for no effect and ±100 for the full control effect
#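 5 nM enzyme, 35 uM ATP, 100 uM galactose, 20 mM HEPES pH8.0, 5 mM MgCl2; 1 h RT; residual ATP by Kinase-Glo Plus luminescence, qHTS format.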
# Mito fusion act: qHTS Assay for Small Molecule Inhibitors of Mitochondrial Division or Activators of Mitochondrial Fusion; 320,000 tested, 0.23% active; S. cerevisiae fusion-defective mutant growth rescue, CellTiterGlo 48 h; AID 485298, 2010; Potency, µM (highest dose often 46.1 µM), inactives show at the top dose growth rescue (activation), usual class: activators;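 note: potency is the fitted concentration of half-maximal effect; % of control where 0% means no effect; nearly all actives have a fitted effect of over 45% in size; temperature-sensitive fusion mutants such as fzo1-1 at 37 °C on non-fermentable ethanol glycerol medium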
#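 Read-out: ATP-based luminescence (CellTiterGlo, 10 min ambient) reporting growth of fusion-defective ts yeast after 48 hours at 37C on glycerol/ethanol YPEG medium in the presence of compound.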
# BCR signal inh: qHTS Assay to Find Inhibitors of Chronic Active B-Cell Receptor Signaling; ABC-DLBCL IkBa-CBG/CBR reporter, luminescence ratio, 4 h; Potency, µM (highest dose often 46.1 µM), inactives show top-dose ratio change, negative = lower green/red ratio, most hits filed as inhibitors; 340,000 tested, 0.05% active; active = well fitted inhibition curve with a large enough effect in the signal ratio, with a control signal flat, not every such curve was filed as active; inconclusive = small, poorly fitted or top-dose-only effect, or effect the other way, or a change in a side signal; the % refers to the signal ratio;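 note: potency is the fitted concentration of half-maximal effect; plate controls were basal doxycycline-induced cells for no effect and cells given 10 µM MG132 for full effect; MG132 reads +100%, hits lower the ratio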
#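 Compounds up to 46 uM were incubated four hours with TMD8 cells whose green CBG68 luciferase is fused to IkappaBalpha; red CBR luminescence normalised the signal, and concentration-effect curves were fitted to fusion, red and ratio data.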
# Eya2 inh: qHTS Assay for Inhibitors of the Phosphatase Activity of Eya2; Protein phosphatase EYA2 (Homo sapiens), O00167; recombinant Eya2, OMFP fluorescence dephosphorylation (OMFP is methylfluorescein phosphate); Potency, µM (top dose mostly 76.9 µM), for inactives: top-dose activity, negative = inhibition, most hits filed as inhibitors; 330,000 tested, 0.006% active; AID 488837, 2010; note: potency is the fitted concentration of half-maximal effect; % is set by controls: 0 for no effect and ±100 for the full control effect
#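 Eya2 protein (added as 0.2 uM solution) was preincubated with compound for 10 min at ambient temperature in 50 mM HEPES pH 7.5, 50 mM NaCl, 5 uM MgCl2, 0.05% BSA, 1 mM DTT. OMFP (added at 50 uM) then reacted 10 min; fluorescence read at 485/525 nm.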
# PKM2 act: qHTS Assay for Activators of Human Muscle isoform 2 Pyruvate Kinase. Pyruvate kinase PKM (Homo sapiens), P14618. purified PKM2, Kinase-Glo ATP luminescence, activation; response scale: 0% is enzyme alone, no compound. Potency, µM (top dose mostly 57.5 µM), inactives show at the top dose activation, usual class: activators. 260,000 tested, 0.34% active; note: potency is the fitted concentration of half-maximal effect; % is set by controls: 0 for no effect and ±100 for the full control effect; nearly all actives have a fitted effect of over 55% in size
#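 hPK-M2, >95% pure; 0.1 mM ADP / 0.5 mM PEP final; imidazole pH7.2 buffer w/ 7 mM MgCl2, 50 mM KCl; 1 h RT; Kinase-Glo lum. Intermediate enzyme activity for dual inhibitor/activator qHTS.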
# TSHR antag: Antagonists of the Thyroid Stimulating Hormone Receptor: HTS campaign; activity change, negative = inhibition, % at 11.5 µM; Thyrotropin receptor (Homo sapiens), P16473; TSHR-expressing cells, TSH-stimulated cAMP HTRF, 2 h; hits give low values; 330,000 tested, 0.2% active;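 active = activity change below a set negative limit, meaning inhibition stronger than a set level, cut at about -70% in these data; inconclusive = activity change between two set negative limits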; note: % is set by controls: 0 for no effect and ±100 for the full control effect
#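 Cell-based HTRF cAMP assay; TSHR cells + compound, TSH EC80 (4nM final), 2 h, 37 deg C. Lysis with anti-cAMP cryptate and cAMP-d2, 30 min RT, read 665/620 nm.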
# Menin-MLL TR inh: qHTS Assay for Inhibitors Targeting the Menin-MLL Interaction in MLL Related Leukemias: Competition With Texas Red Labeled MLL-derived Mutant Peptide | AID 1768, 2009 | Menin + Texas Red MLL mutant peptide, fluorescence polarization | Potency, µM (titrated, usually from 61.6 µM), for inactives: at the highest dose FP activity change, negative = inhibition, most hits filed as inhibitors | O00255 | 270,000 tested, 0.23% active; active = well fitted inhibition curve with a large enough effect in the polarisation, with a control signal flat, not every such curve was filed as active; inconclusive = small, poorly fitted or top-dose-only effect, or effect the other way, or a change in a side signal; inactive = no such curve, though single readings can be large or run the other way; the % refers to the polarisation; note: potency is the fitted concentration of half-maximal effect; % of control where 0% means no effect; many of its hits are not listed in these tables
# Target sequence (O00255 whole entry, looked up): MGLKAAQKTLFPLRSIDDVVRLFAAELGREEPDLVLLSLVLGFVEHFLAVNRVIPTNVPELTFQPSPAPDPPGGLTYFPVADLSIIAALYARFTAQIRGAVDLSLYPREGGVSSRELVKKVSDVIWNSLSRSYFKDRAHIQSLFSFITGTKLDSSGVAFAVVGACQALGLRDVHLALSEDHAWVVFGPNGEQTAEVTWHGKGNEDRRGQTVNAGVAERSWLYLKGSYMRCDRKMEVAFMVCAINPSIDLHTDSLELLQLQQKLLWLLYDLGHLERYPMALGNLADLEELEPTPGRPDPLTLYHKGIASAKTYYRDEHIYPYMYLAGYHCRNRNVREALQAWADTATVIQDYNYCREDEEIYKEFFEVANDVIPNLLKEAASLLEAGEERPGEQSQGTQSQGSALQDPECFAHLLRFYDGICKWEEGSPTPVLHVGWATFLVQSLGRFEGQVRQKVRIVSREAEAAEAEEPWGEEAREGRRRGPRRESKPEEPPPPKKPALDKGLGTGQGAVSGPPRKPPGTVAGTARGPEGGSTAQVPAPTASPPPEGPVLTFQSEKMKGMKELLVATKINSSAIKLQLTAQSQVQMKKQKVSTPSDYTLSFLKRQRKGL
# KCNH2 WT inh: qHTS for Inhibitors of KCHN2 3.1: Wildtype qHTS; AID 720551, 2013; 340,000 tested, 0.37% active; U2OS, BacMam KCNH2, thallium flux FluxOr; hits give low values; activity change, % at 1.84 µM; Voltage-gated inwardly rectifying potassium channel KCNH2 (Homo sapiens), Q12809;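 active = maximum activity change below -70%; inconclusive = maximum activity change between -70% and -50%; inactive = maximum activity change above -50%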; note: % is set by controls: 0 for no effect and ±100 for the full control effect
#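 U2OS cells were transduced with wild-type KCNH2 virus (2.03 x 10^8 / mL) for 4 h at room temperature, then cultured overnight at 37 C. Thallium flux was read with FluxOr dye. Rate constants were normalized to DMSO controls.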
# MBNL1 CUG block: qHTS Assay for Inhibitors of MBNL1-poly(CUG) RNA binding. TR-FRET MBNL1-His/biotin-(CUG)12 binding, 665/545 ratio. Potency, µM (series often up to 57.5 µM), without a hit: at the highest dose activity change, negative = inhibition, most hits filed as inhibitors. 280,000 tested, 0.036% active. AID 2675, 2010; active = well fitted inhibition curve with a large enough effect in the signal ratio, with a control signal flat, not every such curve was filed as active; inconclusive = small, poorly fitted or top-dose-only effect, or effect the other way, or a change in a side signal; inactive = no such curve, though single readings can be large or run the other way; the % refers to the signal ratio; note: potency is the fitted concentration of half-maximal effect; % is set by controls: 0 for no effect and ±100 for the full control effect
# Target sequence (Q9NR56 whole entry, looked up): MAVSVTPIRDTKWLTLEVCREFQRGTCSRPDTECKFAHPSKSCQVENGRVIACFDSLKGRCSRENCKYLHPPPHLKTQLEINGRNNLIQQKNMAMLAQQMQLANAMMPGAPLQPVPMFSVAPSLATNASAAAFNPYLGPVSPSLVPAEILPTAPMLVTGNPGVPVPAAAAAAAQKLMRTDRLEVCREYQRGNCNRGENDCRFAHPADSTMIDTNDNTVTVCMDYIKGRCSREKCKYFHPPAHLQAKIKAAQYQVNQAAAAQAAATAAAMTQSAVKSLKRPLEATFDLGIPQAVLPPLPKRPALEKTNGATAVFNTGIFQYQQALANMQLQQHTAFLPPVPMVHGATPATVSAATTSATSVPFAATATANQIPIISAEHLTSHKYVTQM
#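 TR-FRET between His-tagged MBNL1 and biotin-(CUG)12 RNA, detected with Tb anti-His antibody (0.055 ng/ul) and streptavidin-XL665 (5 nM), 60 min at room temperature. Compounds titrated 92 nM to 58 uM; 665/545 nm ratio normalized to buffer and complex controls.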
# S-ASM inh: Inhibitors of Secretory Acid Sphingomyelinase (S-ASM): qHTS. Sphingomyelin phosphodiesterase (Homo sapiens), P17405. placental ASM, HMU-PC fluorogenic substrate, 60 min. Potency, µM (doses to about 57.5 µM), for the others: top-dose activity change, negative = inhibition, hits mostly inhibitors. 340,000 tested, 0.006% active. AID 504937, 2011; note: potency is the fitted concentration of half-maximal effect
#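 HMU-PC0 cleavage (9 uM final) by human placental ASM, 60 min at 37 °C following 10 min compound exposure at RT; stopped at pH 10, fluorescence Ex 386/Em 447 nm.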
# USP2a block: qHTS Assay for Inhibitors of Ubiquitin-specific Protease USP2a Using CHOP2 as the Reporter. Ubiquitin carboxyl-terminal hydrolase 2 (Homo sapiens), O75604. USP2 core, Ub-CHOP2 coupled fluorogenic reporter, 485/531. Potency, µM (doses to about 38.3 µM), for the others: at the highest dose activity change, negative = inhibition, hits mostly inhibitors. 330,000 tested, 0.01% active. AID 463254, 2010;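 note: potency is the fitted concentration of half-maximal effect; plate controls were DMSO wells for no effect and full inhibition by NEM control for full effect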
#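 USP2 core (10nM final) preincubated 30min RT with compound in 20mM Tris-HCl pH 8.0, 2mM CaCl2, 2mM beta-mercaptoethanol, 0.05% CHAPS; 25nM Ub-CHOP2 plus 25nM reporter substrate added, fluorescence (Ex485/Em531) read after 60min.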
# The depositor's hits bear a star; ? = inconclusive; / = not tested or not shown; [ ] = dose if it differs, or a comment. Unless noted, calls come from the whole dose curve; as a rule, active = well fitted curve in the direction sought with a large enough effect; inconclusive = small, poorly fitted or top-dose-only effect, or another doubt; inactive = no such curve, though single readings can be large; an effect the other way counts as inactive or inconclusive.
SMILES,GALK inhibitor,Mito fusion act,BCR signal inh,Eya2 inh,PKM2 act,TSHR antag,Menin-MLL TR inh,KCNH2 WT inh,MBNL1 CUG block,S-ASM inh,USP2a block
COc1ccc(NC(=O)CN(c2ccc(OC)c(Cl)c2)S(=O)(=O)c2ccccc2)c(OC)c1,1%,10%,?,4%,-1%,27,18%,7,3%,1%,3%
O=C(Nc1ccccc1)C1CCN(S(=O)(=O)c2cccs2)CC1,/,4%,2%,7%,/,15,/,6,/,12%,1%
COC(=O)c1ccc(CSc2nnc(-c3c[nH]c4ccccc34)n2-c2ccccc2)cc1,0%,-25%,7%,11%,8%,-32,-13%,-45,-10%,-9%,-11%
COc1ccc2nc3cc(Cl)ccc3c(Nc3cc(CN4CCCC4)c(O)c(CN4CCCC4)c3)c2n1,/,2%,?,5%,7%,-15,-9%,/,?,/,0%
C=CCn1c(SCC(=O)NC(=O)c2cccc([N+](=O)[O-])c2)nnc1-c1ccccc1,2%,-1%,2%,-1%,-1%,-1,-1%,4,?,4%,1%
COc1ccc(N(C)S(=O)(=O)c2cccc(C(=O)NCC3CCCCC3)c2)cc1,-3%,8%,0%,-17%,6%,-15,-3%,-11,-4%,-2%,4%
O=C(Nc1cccc(-n2cnnn2)c1)c1ccc(C(F)(F)F)cc1,/,-3%,1%,-3%,/,4,/,8,/,-4%,-1%
CC(=O)N1CCC[C@H]1C(=O)O,8%,-2%,6%,7%,0%,7,-11%,2,-6%,0%,4%
CCOC(=O)c1c(C)sc2c1N(C(=O)CN(CC)CC)c1ccccc1S2,-1%,0%,-3%,-14%,1%,-9,-15%,2,-16%,-3%,-1%
CC(=O)N1CCC(C(=O)Nc2ccc(S(=O)(=O)N3CCCC(C)C3)cc2)CC1 (configuration not stated),/,-6%,-5%,-16%,/,-1,/,20,/,6%,-3%
CCN1C(=O)/C(=C/c2ccc(N3CCCC3)cc2)NC1=S,-4%,17%,?,?,0%,-11,-3%,-47,/,-22%,22%
Cc1nc2ccc(NC(=O)CSc3ccccc3)cc2s1,/,/,5%,8%,/,/,/,1,/,-1%,4%
COC(=O)c1cccc2nc3c(C(C)O)cccc3nc12 (configuration not stated),4%,0%,-4%,22%,26%,25,/,-2,?,-2%,-2%
COc1ccc(C/C(O)=C(\C#N)c2nc3ccccc3[nH]2)cc1OC,3%,2%,-5%,-1%[15.4 µM],?,0,8%,-2,9%,3%,-1%
Cc1ccc(C(C(=O)NC2CCCC2)N(C(=O)CNC(=O)c2cccs2)c2cccnc2)o1 (configuration not stated),-2%,0%,2%,2%,-3%,-12,13%,9,16%,-2%,-3%
CCN(CC(=O)Nc1ccc(NC(C)=O)cc1)C(=O)c1ccccc1SCC(=O)N1CCCC1,/,-2%,6%,1%,/,2,/,-4,/,6%,-6%
O=C(/C(=C/c1ccccc1)n1cncn1)c1ccc(Cl)cc1Cl,1%,17%,?,-8%,3%,-10,3%,1,/,0%,-4%
O=C(O)CSc1nc2sc3c(c2c(=O)n1-c1ccccc1)CCC3,/,1%,0%,11%,-2%,-2,/,-4,-4%,21%,1%
CCOC(=O)CCC(NC(=O)CCC(=O)NC(CCC(=O)OCC)C(=O)OCC)C(=O)OCC (configuration not stated),-2%,-3%,3%,4%,1%,4,-7%,2,?,1%,0%
Cn1c(CN2CCOCC2)nc2cc(NC(=O)c3ccccc3Cl)ccc21,-3%,1%,-16%,-6%,1%,0,1%,-15,3%,7%,0%
Cc1ccc(NC(=O)c2cc([N+](=O)[O-])ccc2N2CCCC2)cc1,3%,7%,-4%,-4%,-3%,14,-2%,-23,24%,-22%,3%
CSC1=Nc2sc3c(c2C2=NCCN12)CCCC3,4%,-2%,-1%,11%,-9%,5,-20%,/,-24%,/,-1%
Cc1cccn2cc(-c3cc4ccccc4oc3=O)nc12,6%,1%,?,-12%,-13%,16,-24%,-9,?,107%[activator],0%
O=C(Cn1nnc(-c2ccccc2)n1)N/N=C/c1cc([N+](=O)[O-])c(Cl)cc1Cl,/,-1%,4%,-9%,-10%,5,-20%,-7,-6%,0%,0%
CCc1ccc(OCC(=O)O/N=C(\N)c2ccncc2)c(Br)c1,5%,-4%,3%,8%,-6%,-6,/,-5,2%,5%,0%
# Remaining list, next part.
SMILES,GALK inhibitor,Mito fusion act,BCR signal inh,Eya2 inh,PKM2 act,TSHR antag,Menin-MLL TR inh,KCNH2 WT inh,MBNL1 CUG block,S-ASM inh,USP2a block
COC(=O)c1c(C)nc(C)c(C(=O)OC)c1-c1ccsc1,/,-4%,-6%,15%,-25%,-7,/,-1,-1%,3%,1%
COC(=O)c1sccc1NC(=O)Nc1ccccc1C,-4%,2%,-14%,-13%,4%,2,/,-6,2%,0%,3%
CCN(CC)C(=O)c1ccc2c(=O)n(Cc3cccc(Br)c3)c(=S)[nH]c2c1,0%,2%,-4%,-1%,/,-9,28%,7,18%,-20%,-9%
COc1ccc(O)c(/C=N/NC(=O)CN2CCS(=O)(=O)CC2)c1,-2%,3%,2%,-1%,-4%,-4,/,-13,15%,20%,2%
CN(C)c1cccc(C(=O)OCC(=O)N(C)c2ccccc2)c1,-1%,-6%,4%,-11%,0%,7,-7%,11,8%,17%,-3%
COC(=O)c1cc(NC(=S)NCc2ccc(Cl)cc2)cc(C(=O)OC)c1,2%,-1%,0%,1%,-1%,-5,?,0,0%,-11%,0%
COc1ccc(CCNC(=O)c2cc3c(=O)n4ccccc4nc3n(CCN3CCOCC3)c2=N)cc1,9%,1%,4%,-1%,6%,0,-12%,1,?,277%[activator],2%
O=C(CN(Cc1ccc(F)cc1)C(=O)CNS(=O)(=O)c1ccc(F)cc1)NCc1ccco1,5%,4%,1%,-7%,-1%,-4,0%,-2,-3%,-1%,4%
Cc1cccc(C)c1NC(=O)CNC(=O)CCC(=O)N1CCOCC1,/,-1%,0%,14%,/,6,/,9,/,3%,-1%
Cc1ccc(S(=O)(=O)N(C)CCCC(=O)Nc2cc(C)ccc2C)cc1,/,-1%,?,-6%,0%,26,1%,-10,?,3%,-1%
CCn1cc(/C=C2\SC(=O)N(CC(=O)Nc3ccc4c(c3)OCO4)C2=O)c2ccccc21,-1%,-1%,-4%,-29%,0%,-6,-3%,-1,-9%,0%,3%
OCC1(CCc2ccccc2)CCN(Cc2cccn2-c2cccnc2)CC1,1%,2%,-1%,3%,0%,-2,-11%,-4,-8%,0%,-1%
Cc1ccc(SCCN2CCN(CC(C)C)CCC2=O)cc1,-1%,2%,-3%,-5%,-1%,8,-22%,/,-11%,3%,0%
CN(C)c1ccc(S(=O)(=O)N2CCCCC2)cc1NC(=O)CN1C(=O)NC(C)(c2ccccc2)C1=O (configuration not stated),/,0%,3%,-6%,/,9,/,21,/,1%,0%
CSc1ccccc1NC(=O)c1ccc(N2CC3CC(C2)c2cccc(=O)n2C3)c(NC(=O)c2ccncc2)c1 (configuration not stated),14%,-5%,?,2%,2%,-9,-2%,-4,-2%,1%,1%
CC(=O)NC(Cc1ccc(C(C)C)cc1)C(=O)NC1CCN(c2nc(C)cc(C)n2)CC1 (configuration not stated),-1%,-1%,-1%,14%,1%,-1,3%,-1,9%,-6%,1%
NC(=O)NCC(=O)N1CCC(C(O)(c2ccccc2)c2ccccc2)CC1,/,7%,?,-11%,-21%,-8,/,1,2%,-1%,2%
CCCCNC(=O)CSc1nc2ccc(NC(=O)CSc3nnc(N)s3)cc2s1,0%,-1%,-1%,1%,-1%,-2,-13%,6,-13%,4%,6%

# Not all compounds are listed; the hit share may differ from the screen's.
